GALK inh = blocks human galactokinase activity | P51570 | Purified GALK, Kinase-Glo residual ATP luminescence | Potency, µM (titrated, usually from 57.5 µM), for inactives: top-dose activity change, negative = inhibition, usual class: inhibitors | hit rate 0.007% among 270,000 | AID 1868; note: potency is the fitted concentration of half-maximal effect; % is set by controls: 0 for no effect and ±100 for the full control effect
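The enzyme phosphorylates galactose (100 uM) using ATP (35 uM); inhibition is detected as higher residual ATP, quantified by bioluminescence after 1 h reaction at room temperature, pH 8.0.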
KCNH2 WT inh = inhibitors of human wildtype KCNH2 potassium channel; U2OS, BacMam KCNH2, thallium flux FluxOr; active compounds read low; hit rate 0.37% among 340,000; Q12809; activity change, % at 1.84 µM; AID 720551;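 active = maximum activity change below -70%; inconclusive = maximum activity change between -70% and -50%; inactive = maximum activity change above -50%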; note: % is set by controls: 0 for no effect and ±100 for the full control effect
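U2OS cells were transduced with wild-type KCNH2 virus (2.03 x 10^8 / mL) for 4 h at room temperature, then cultured overnight at 37 C. Thallium flux was read with FluxOr dye. Rate constants were normalized to DMSO controls.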
MBNL1-CUG inh = blocks human MBNL1 binding to CUG repeat RNA; Q9NR56; Potency, µM (highest dose often 57.5 µM), inactives show at the top dose activity change, negative = inhibition, most hits filed as inhibitors; hit rate 0.036% among 280,000; TR-FRET MBNL1-His/biotin-(CUG)12 binding, 665/545 ratio; active = well fitted inhibition curve with a large enough effect in the signal ratio, with a control signal flat, not every such curve was filed as active; inconclusive = small, poorly fitted or top-dose-only effect, or effect the other way, or a change in a side signal; inactive = no such curve, though single readings can be large or run the other way; the % refers to the signal ratio; note: potency is the fitted concentration of half-maximal effect; % is set by controls: 0 for no effect and ±100 for the full control effect
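TR-FRET between His-tagged MBNL1 and biotin-(CUG)12 RNA, detected with Tb anti-His antibody (0.055 ng/ul) and streptavidin-XL665 (5 nM), 60 min at room temperature. Compounds titrated 92 nM to 58 uM; 665/545 nm ratio normalized to buffer and complex controls.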
ASM inhibitor = inhibitors of human secretory acid sphingomyelinase. P17405. placental ASM, HMU-PC fluorogenic substrate, 60 min. Potency, µM (series often up to 57.5 µM), for inactives: at the highest dose activity change, negative = inhibition, most hits filed as inhibitors. hit rate 0.006% among 340,000. AID 504937; note: potency is the fitted concentration of half-maximal effect
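Fluorogenic HMU-PC substrate (9 uM final) is turned over by placental ASM in 60 min at 37 C after a 10 min compound preincubation. Reaction ended by alkaline stop (pH 10), with fluorescence read at 386/447 nm.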
Integrin act MD = activators of alpha7 integrin expression for muscular dystrophy | AID 624291 | Potency, µM (titrated, usually from 38.3 µM), for inactives: at the top dose activation, actives largely listed as activators | hit rate 0.064% among 350,000 | alpha7betagal myoblasts, beta-gal FDG fluorescence, 48 h;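 note: potency is the fitted concentration of half-maximal effect; 100% = response of the positive control SU9516; nearly all actives have a fitted effect of over 60% in size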
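Alpha7betagal+/- myoblasts (passage 13) were plated 16-24 hr, then exposed to compounds (1:260 dilution of DMSO stock) for 48 hours at 37C. After MPER lysis, β-galactosidase reporter activity was read as FDG fluorescence (ex 480/em 540) after 30 minutes.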
MLL CXXC-DNA inh = MLL CXXC-DNA interaction inhibition; Potency, µM (doses to about 115 µM), inactives show at the highest dose activity change, negative = inhibition, usual class: inhibitors; MLL-CXXC / FITC-HOXA9 DNA fluorescence polarization; Q03164; hit rate 0.037% among 290,000; active = well fitted inhibition curve with a large enough effect in the polarisation, with a control signal flat, not every such curve was filed as active; inconclusive = small, poorly fitted or top-dose-only effect, or effect the other way, or a change in a side signal; inactive = no such curve, though single readings can be large or run the other way; the % refers to the polarisation; note: potency is the fitted concentration of half-maximal effect
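Steps: dispense CXXC domain solution (7 uM) → pin compounds or unlabeled HOX-A9 DNA control → 5 min ambient → add FLSN-HOX-A9 solution (50 nM) → spin → 30 min ambient → fluorescence polarization. Tris pH 7.5/NaCl/DTT/BSA buffer.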
A-T KAP1 phos = candidate therapy for ataxia-telangiectasia | […] A-T fibroblasts, KAP-1 phosphorylation AlphaLISA; neocarzinostatin DNA damage 30 min before lysis | Potency, µM (top dose mostly 57.5 µM), for inactives: at the highest dose activation, actives largely listed as activators | hit rate 0.19% among 320,000 | AID 485349; note: potency is the fitted concentration of half-maximal effect; % of control where 0% means no effect; nearly all actives have a fitted effect of over 45% in size
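ATM-like activity read as KAP-1 phosphorylation via AlphaLISA donor/acceptor antibody pairs after lysis and 6 hr at 25C. Cells were ATM-null patient fibroblasts ([…], hTERT), dosed 60 min, then exposed to the DSB inducer NCS for 30 min.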
KCNH2 3.1 inh = inhibitors of human KCNH2 3.1 potassium channel isoform; hit rate 0.95% among 340,000; activity change, % (tested at about 1.8 µM); U2OS KCNH2 3.1, thallium flux FluxOr; active compounds read low;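 active = maximum activity change below -70%; inconclusive = maximum activity change from -70% to -50%; inactive = maximum activity change above -50%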;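 note: thallium influx rate constant from kinetic fluorescence after stimulation buffer; % is set by controls: 0 for no effect and ±100 for the full control effect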
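U2OS cells transduced with KCNH2 3.1 mutant virus (1.77 x 10^8 /mL, 4 h), plated overnight at 37 C, loaded 45 min with FluxOr dye plus Red40 quencher. Thallium flux rate constant from kinetic reads after stimulation buffer, normalised to controls.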
TRPV1 ag = activates the human vanilloid receptor TRPV1 | Q8NER1 | TRPV1-expressing cells, Fluo-8 calcium influx, agonist mode | activation, % at 8.33 µM | hit rate 0.19% among 320,000 | AID 540275; in the data active = activation above about 80%; inconclusive = between about 30% and that limit; note: 0% is about no effect
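Fluo-8 calcium influx in TRPV1-expressing cells, kinetic read (ex 480/em 520 nm). Compound added and read 3 min for agonist activity, followed by capsaicin at EC20 final and 2 min further read for enhancement.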
FBPA coupling cs = inhibits coupling enzyme system, counter-screen for aldolase hits; coupling enzyme system counterscreen, AmpLite Red fluorescence; activity change, negative = inhibition, % at 58.2 µM, hits read low; hit rate 0.67% among 290,000; in the data active = activity change below about -30%; note: % is set by controls: 0 for no effect and ±100 for the full control effect
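Counterscreen lacking aldolase: glyceraldehyde-3-phosphate coupling-enzyme reagent preincubated 10 min at RT with compound (at 57.5 uM final), then substrate/coupling system with AmpLite Red added; fluorescence read at 525/598 nm after 20 min RT.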
An asterisk follows results filed as active; i = inactive; ? = inconclusive; nt = not tested or not shown; & = joins results of further samples; [ ] = another dose, or the depositor's remark. Unless noted, calls come from the whole dose curve; as a rule, active = well fitted curve in the direction sought with a large enough effect; inconclusive = small, poorly fitted or top-dose-only effect, or another doubt; inactive = no such curve, though single readings can be large; an effect the other way counts as inactive or inconclusive.

(1) CCCn1c(-c2ccc[nH]c2=O)nc2ccccc21
(2) CCCCN1C(=O)C(=O)NC[C@@H]1C(C)CC (stereo partly drawn)
(3) COc1ccc(NC(=O)N/C=C/c2ccco2)cc1
(4) NC(=O)Cn1nc(-c2ccccc2)nc1-c1ccccc1
(5) COc1cccc(N2CCN(C(=O)CC(C)(C)CC3=NS(=O)(=O)c4ccccc4N3)CC2)c1
(6) NC(=O)C1CCN(C(=O)c2ccc3c(=O)n(Cc4ccco4)c(SCc4ccc([N+](=O)[O-])cc4)nc3c2)CC1
(7) O=C(CSc1n[nH]c(=O)n1Cc1ccco1)c1ccc(F)cc1
(8) CN(CC(=O)Nc1ccc(OC(F)(F)F)cc1)C(=O)c1ccccc1SCC(=O)N1CCCC1

screen / no.	1	2	3	4	5	6	7	8
GALK inh	1%	0%	5%	nt	-1%	-6%	7%	nt
KCNH2 WT inh	2	2	-7	0	-12	6	-6	-4
MBNL1-CUG inh	7%	-13%	4%	nt	-2%	13%	nt	nt
ASM inhibitor	9%	1%	-3%	2%	-3%	6%	6%	-1%
Integrin act MD	24%	8%	13%	3%	?	-12%	?	-16%
MLL CXXC-DNA inh	9%	7%	0%	nt	13%	-1%	4%	nt
A-T KAP1 phos	3%	35%	2%	nt	0%	9%	-1%	nt
KCNH2 3.1 inh	6	-7	-9	0	4	?	-7	-11
TRPV1 ag	2	6	-2	nt	-1	27	-2	nt
FBPA coupling cs	1	4	-3	nt	nt	nt	2	nt

(9) Oc1ccc(Br)cc1C=Nc1cccn2cc(-c3ccccc3)nc12
(10) CNc1nc(SC)nc(N(C)C#N)n1
(11) COC(=O)c1ccc(NC(=O)c2c(C(=O)Nc3ccccc3)sc3nc(C)cc(=O)n23)cc1
(12) COc1cc(N=CC2=C(O)c3ccccc3C2=O)cc(OC)c1
(13) Cc1ccccc1C(=O)Nc1ccnn1C1CCN(C(=O)C2CCOC2)CC1 (stereo not drawn)
(14) CC(C)C(=O)NC(c1ccccc1Cl)c1c(O)ccc2ccccc12 (stereo not drawn)
(15) FC(F)(F)c1ccc(CN2C[C@@H]3C(c4ccccc4)C4(c5cccnc5)CC3(C4)[C@H]2c2ccccc2)cc1 (stereo partly drawn)
(16) CC1Cc2nc(SCC(=O)NCCc3ccccc3)n(C)c(=O)c2S1 (stereo not drawn)

screen / no.	9	10	11	12	13	14	15	16
GALK inh	-1%	-2%	-1%	0%	-2%	0%	-1%	-5%
KCNH2 WT inh	i	-10	nt	4	-8	8	nt	20
MBNL1-CUG inh	?	1%	40%[activator]	6%	3%	2%	-6%	11%
ASM inhibitor	275%[activator]	3%	-2%	0%	2%	12%	-16%	3%
Integrin act MD	28%	27%	-1%	9%	7%	1%	-16%	-5%
MLL CXXC-DNA inh	14%	-3%	-2%	-22%	25%	-23%	6%	-2%
A-T KAP1 phos	3%	0%	1%	-6%	5%	-1%	-10%	2%
KCNH2 3.1 inh	3	-5	-13	-2	1	1	nt	4
TRPV1 ag	2	-1	-1	-3	0	2	14	-1
FBPA coupling cs	3	-2	3	0	-4	-8	-7&-4	1

Full records, looked up by structure. Values in the order: GALK inh	KCNH2 WT inh	MBNL1-CUG inh	ASM inhibitor	Integrin act MD	MLL CXXC-DNA inh	A-T KAP1 phos	KCNH2 3.1 inh	TRPV1 ag	FBPA coupling cs
FC(F)(F)c1ccc(CN2C[C@@H]3C(c4ccccc4)C4(c5cccnc5)CC3(C4)[C@H]2c2ccccc2)cc1 (stereo partly drawn) in the list: -1%	nt	-6%	-16%	-16%	6%	-10%	nt	14	-7&-4
COc1cc(N=CC2=C(O)c3ccccc3C2=O)cc(OC)c1 in the list: 0%	4	6%	0%	9%	-22%	-6%	-2	-3	0

Additional structures follow:
(17) O=C(CCc1ccc(S(=O)(=O)N2CCOCC2)cc1)N1CCc2ccccc2C1
(18) O=C(c1cccn2c(=O)c3ccc(Cl)cc3nc12)N1CCN(Cc2ccc3c(c2)OCO3)CC1
(19) C=C(C)Cn1cnc2c(oc3nc4c(cc32)CCCC4)c1=O
(20) COc1ccc(OC)c(-c2cc(C(=O)Nc3c(C)nn(Cc4ccc(Cl)cc4)c3C)no2)c1
(21) CN1CCN(C(=O)C2CCCCC2C(=O)O)CC1 (stereo not drawn)
(22) CCC(CC)NC(=O)c1cccc(NC(=O)C(C)C)c1
(23) O=C(O)Cc1sc(N/N=C\c2ccccc2)nc1-c1ccccc1
(24) O=C(CCN1C(=O)COc2ccccc21)NCCN1CCOCC1

screen / no.	17	18	19	20	21	22	23	24
GALK inh	-3%	-2%	1%	4%	2%	0%	-4%	1%
KCNH2 WT inh	-16	1	-1	0	-1	i	i	-11
MBNL1-CUG inh	-2%	6%	nt	3%	-5%	?	nt	9%
ASM inhibitor	5%	324%[activator]	1%	-9%	4%	3%	6%	4%
Integrin act MD	12%	-8%	-24%	-12%[7.66 µM]	0%	18%	5%	36%
MLL CXXC-DNA inh	1%	4%	-2%	2%	-5%	3%	4%	-4%
A-T KAP1 phos	2%	2%	-1%	-6%	12%	5%	-5%	-4%
KCNH2 3.1 inh	-3	-11	-17	-22	0	-6	7	-9
TRPV1 ag	28	0	5	-1	-1	3	?	-1
FBPA coupling cs	1	-1	-1	-4	3	-2	0	-2

(25) COc1ccc(C(=O)Nc2c(C)cc(C)cc2C)cc1OC
(26) Cc1ccc2c(c1)CCCN2CC(=O)Nc1cccc(S(=O)(=O)N2CCCC2)c1
(27) COc1ccc(NC(=O)COc2cc(C)cc(C)c2)cc1S(=O)(=O)N1CCCCC1
(28) CCOC(=O)C1C(C(=O)Nc2cccc(C(F)(F)F)c2)C1C(=O)NC(C)C (stereo not drawn)
(29) Cc1cc(=O)n2nc(N3CCCC3C(=O)Nc3cccc(F)c3)sc2n1 (stereo not drawn)
(30) CC(=O)NC1C(c2nc3ccccc3s2)=C(c2ccccc2)C(=O)N1c1ccc(C)cc1 (stereo not drawn)
(31) Cc1ccc(OCC(=O)N2CCN(S(=O)(=O)c3ccccc3[N+](=O)[O-])CC2)cc1
(32) COc1ccc(C)cc1NC(=O)CNC(=O)Cn1ccc2ccccc2c1=O
(33) CC1CN(c2ccc([N+](=O)[O-])c(NCCOc3ccccc3)c2)CC(C)N1 (stereo not drawn)

screen / no.	25	26	27	28	29	30	31	32	33
GALK inh	0%	nt	nt	5%	nt	4%	14%	-4%	-4%
KCNH2 WT inh	-4	0	-1	8	-3	-1	-4	-1	8
MBNL1-CUG inh	1%	nt	nt	-9%	-8%	?	8%	?	?
ASM inhibitor	3%	-1%	-4%	5%	5%	-4%	2%	-1%	-15%
Integrin act MD	?	-11%	-9%	-14%	-8%	-25%	4%	-23%	-56%[inhibitor]
MLL CXXC-DNA inh	-1%	nt	nt	-3%	nt	12%	8%	-4%	?
A-T KAP1 phos	-2%	-3%	-5%	2%	4%	nt	5%	-4%	6%
KCNH2 3.1 inh	-1	5	1	2	-1	-4	-6	11	-9
TRPV1 ag	0	9	2	9	-1	3	4	6	-1
FBPA coupling cs	1	nt	nt	2	-1	-5	-1	-4	2

Copied from the list.
Integrin act MD, no. 30 = -25%
FBPA coupling cs, no. 28 = 2

Random excerpt: 3 records from the list.
(24) O=C(CCN1C(=O)COc2ccccc21)NCCN1CCOCC1
(22) CCC(CC)NC(=O)c1cccc(NC(=O)C(C)C)c1
(1) CCCn1c(-c2ccc[nH]c2=O)nc2ccccc21

screen / no.	24	22	1
GALK inh	1%	0%	1%
KCNH2 WT inh	-11	i	2
MBNL1-CUG inh	9%	?	7%
ASM inhibitor	4%	3%	9%
Integrin act MD	36%	18%	24%
MLL CXXC-DNA inh	-4%	3%	9%
A-T KAP1 phos	-4%	5%	3%
KCNH2 3.1 inh	-9	-6	6
TRPV1 ag	-1	3	2
FBPA coupling cs	-2	-2	1
